ERG-DNA inh: ERG Ets/DNA interaction inhibition. P11308. AID 624246. 370,000 tested, 0.028% active. fluorescence polarization, His-ERG Ets domain / labelled DNA. Potency, µM (highest dose often 76.9 µM), without a hit: top-dose FP activity, negative = inhibition, hits mostly inhibitors; active means well fitted inhibition curve with a large enough effect in the polarisation, with a control signal flat; inconclusive means small, poorly fitted or top-dose-only effect, or effect the other way, or a change in a side signal; inactive means no such curve, though single readings can be large or run the other way; the % refers to the polarisation;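 further: polarization taken with two DNA probes labelled with fluorescein and Texas red; potency means the concentration at half of the fitted maximal effect; % of control where 0% means no effect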
Target sequence (P11308 whole entry, looked up, the tested form may be a part): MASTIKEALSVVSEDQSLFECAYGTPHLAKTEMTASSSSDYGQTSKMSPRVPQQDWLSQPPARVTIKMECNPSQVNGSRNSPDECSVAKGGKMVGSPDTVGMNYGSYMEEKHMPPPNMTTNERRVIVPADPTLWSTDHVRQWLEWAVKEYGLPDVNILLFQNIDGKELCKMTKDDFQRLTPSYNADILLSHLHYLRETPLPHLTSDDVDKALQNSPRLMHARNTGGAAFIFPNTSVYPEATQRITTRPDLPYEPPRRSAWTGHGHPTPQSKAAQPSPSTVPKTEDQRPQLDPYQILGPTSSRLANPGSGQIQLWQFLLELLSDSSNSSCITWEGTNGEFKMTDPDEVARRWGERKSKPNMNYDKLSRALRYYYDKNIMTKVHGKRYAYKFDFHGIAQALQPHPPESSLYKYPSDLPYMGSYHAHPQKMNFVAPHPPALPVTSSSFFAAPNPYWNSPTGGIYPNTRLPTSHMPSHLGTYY
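His-tagged ERG Ets domain (1 uM in the protein solution; 300mM KCl, 50mM Tris-HCl, 1mM EDTA, 1mM DTT, pH 7.5) received compound, then a probe mix of 5 nM fluorescein-DNA and 100nM Texas-615-DNA. Fluorescence polarization was read for both dyes.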
G9a inh: inhibitors of human histone lysine methyltransferase G9a | G9a H3K9 monomethylation, AlphaScreen, 2 h | AID 504332 | Potency, µM (titrated, usually from 102 µM), for inactives: top-dose activity, negative = inhibition, usual class: inhibitors | 350,000 tested, 8.8% active; further: potency means the concentration at half of the fitted maximal effect; on the % scale 0 is the no-effect control and ±100 the full control effect; nearly all actives have a fitted effect of over 75% in size
Target sequence (Q96KQ7 913-1193 limits assumed): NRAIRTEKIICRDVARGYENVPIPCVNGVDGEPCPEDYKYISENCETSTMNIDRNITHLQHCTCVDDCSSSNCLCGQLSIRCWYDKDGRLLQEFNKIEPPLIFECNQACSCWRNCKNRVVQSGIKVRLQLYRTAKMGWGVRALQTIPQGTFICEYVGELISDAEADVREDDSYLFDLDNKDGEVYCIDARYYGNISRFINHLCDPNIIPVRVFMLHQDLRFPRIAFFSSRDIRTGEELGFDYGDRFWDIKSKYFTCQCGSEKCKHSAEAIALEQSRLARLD
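AlphaScreen detection with an anti-monomethyl H3K9 antibody quantified product after a 2 h room-temperature reaction containing 500 nM biotinylated H3K9 peptide, 20 µM SAM and 20 nM enzyme, which had been preincubated 15 min with compound.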
PI4K2A inh: inhibitors of human PI4K2A | 420,000 tested, 0.13% active | activity change, negative = inhibition, % at 76.9 µM | purified PI4K2A, ADP-Glo luminescence, 1 h; stronger effect = lower value | AID 1346378; in the data active means activity change below about -50%; inconclusive means mostly about -30% to -49%;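 further: -100% = wells without enzyme as full effect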
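Compounds are screened against recombinant PI4K2A using PI as substrate and ATP, the latter dispensed at 300 microM. Reactions run one hour at ambient temperature before ADP-Glo detection; full inhibition defined by wells lacking enzyme.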
RGS4 inh: human RGS4 inhibition. P49798. AID 504845. Transcreener GDP fluorescence polarization, RGS4-accelerated GTP hydrolysis. 390,000 tested, 0.039% active. Potency, µM (top dose mostly 114 µM), for inactives: at the highest dose activity change, negative = inhibition, hits mostly inhibitors; further: potency means the concentration at half of the fitted maximal effect; on the % scale 0 is the no-effect control and ±100 the full control effect; nearly all actives have a fitted effect of over 75% in size; some results filed as inactive show a strong effect at the top dose
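MLSMR compounds (23 nl, pin-transferred) preincubated 10 min at room temperature with a 500nM (2x) first reagent, then RGS4 at 900nM (2x) plus Transcreener GDP mix added; fluorescence polarization (620/688 nm) read before and after 90 min at 30 °C.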
ALOX12 inh: blocks human arachidonate 12S-lipoxygenase; purified 12hLO, xylenol orange hydroperoxide absorbance; Potency, µM (series often up to 108 µM), without a hit: at the top dose activity change, negative = inhibition, usual class: inhibitors; AID 1671190; P18054; 580,000 tested, 1.1% active; further: potency means the concentration at half of the fitted maximal effect; on the % scale 0 is the no-effect control and ±100 the full control effect
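Purified human 12hLO at 150 nM in 25 mM Hepes, 0.01% Triton X-100, pH 7.0, preincubated 15 min at room temperature with compound. Reaction started with 40 uM arachidonic acid, 30 min at room temperature. Hydroperoxide measured by Fe-xylenol orange, 573/405 nm absorbance ratio.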
HP1b chromo inh: HP1-beta chromodomain-methylated histone interaction inhibition | P83916 | AID 540317 | Potency, µM (series often up to 114 µM), inactives show top-dose activity change, negative = inhibition, actives largely listed as inhibitors | AlphaScreen HP1-beta / biotin-H3K9me3 peptide binding | 390,000 tested, 0.56% active; further: potency means the concentration at half of the fitted maximal effect; nearly all actives have a fitted effect of over 70% in size; inactives centre near 23
Target sequence (P83916 whole entry, looked up): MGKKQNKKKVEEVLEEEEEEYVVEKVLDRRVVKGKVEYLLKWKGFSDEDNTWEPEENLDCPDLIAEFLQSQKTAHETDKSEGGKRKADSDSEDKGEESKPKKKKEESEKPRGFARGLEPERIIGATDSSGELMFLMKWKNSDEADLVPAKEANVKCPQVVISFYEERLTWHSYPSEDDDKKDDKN
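AlphaScreen: HP1-beta (50 nM) preformed 30 min with biotin-H3(1-18)K9me3 peptide (50 nM) in PBS pH 7.4, 0.01% Tween-20. Compound added for 30 min at RT, then streptavidin donor/nickel chelate acceptor beads (10 ug/mL) for 30 min.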
GLS inhibitor: glutaminase GLS (human) inhibition | GLS enzymatic activity, qHTS titration | 410,000 tested, 0.21% active | O94925 | Potency, µM (series often up to 45.5 µM), for inactives: at the highest dose activity change, negative = inhibition, usual class: inhibitors; further: potency means the concentration at half of the fitted maximal effect; on the % scale 0 is the no-effect control and ±100 the full control effect
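hKGA in 45 mM KH2PO4 (pH 8.2), 0.02% Tween-20 with compound, then 1mM L-Glutamine (stock as added) plus glutamate oxidase/HRP/Amplex red coupling mix. Fluorescence read initially and after 30 min at RT; signal change reflects glutamate formation.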
JMJD2A Tudor: blocks the human JMJD2A Tudor domain; O75164; AlphaScreen JMJD2A-Tudor / H3K4me3 peptide binding; Potency, µM (doses to about 114 µM), for inactives: at the top dose activity change, negative = inhibition, actives largely listed as inhibitors; 390,000 tested, 4.4% active; AID 504339; further: potency means the concentration at half of the fitted maximal effect; on the % scale 0 is the no-effect control and ±100 the full control effect; nearly all actives have a fitted effect of over 50% in size
BAZ2B inh: BAZ2B (human) inhibition. Q9UIF8. AlphaScreen BAZ2B-H3K14Ac peptide displacement. Potency, µM (titrated, usually from 114 µM), without a hit: at the top dose activity change, negative = inhibition, usual class: inhibitors. 360,000 tested, 4.4% active. AID 504333; further: potency means the concentration at half of the fitted maximal effect; on the % scale 0 is the no-effect control and ±100 the full control effect; nearly all actives have a fitted effect of over 60% in size
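BAZ2B (50 nM) with biotin-H3(5-23)K14Ac peptide (50 nM) in PBS pH 7.4, 0.01% Tween-20, preformed 30 min, then compound 30 min at room temperature; top concentration 110uM. AlphaScreen streptavidin donor/nickel chelate acceptor beads (10 ug/mL final), 20 min dark, signal read.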
* marks the source's active call; other numbers are inactive results; ? = inconclusive; / = no result given; [ ] = remark or other dose. Unless noted, the call rests on the fitted dose curve; in most records, active means well fitted curve in the direction sought with a large enough effect; inconclusive means small, poorly fitted or top-dose-only effect, or another doubt; inactive means no such curve, though single readings can be large; an effect the other way counts as inactive or inconclusive. A portion of the library. The share of hits here may be higher or lower than overall.

cpd	canonical_smiles	ERG-DNA inh	G9a inh	PI4K2A inh	RGS4 inh	ALOX12 inh
1	COc1cc(OC)cc(-c2c(-c3ccsc3)c3cc(Br)ccc3n2C)c1	4%	-3%[0.501 µM]	-2	-19%	?
2	Cn1c(SCc2c(Cl)cccc2Cl)nc(C(F)(F)F)cc1=O	-4%	26%	-6	6%	?
3	COC(=O)c1cc(S(=O)(=O)N2CCN(c3ccc(OC)cc3)CC2)cn1C	-19%	-37%	1	0%	-5%
4	CCOc1ccccc1NC(=O)CSc1nnc(-c2ccco2)n1Cc1ccco1	6%	18µM*	-3	-15%	-3%
5	O=C1CC(c2cc(F)cc(F)c2)c2cc3c(cc2N1)OCO3 (stereo not drawn)	3%	-32%[59 µM]	2	6%	0%
6	C[C@H]1O[C@@H](n2cc(F)c(=O)[nH]c2=O)[C@H](O)[C@H]1O	/	1%[59 µM]	1	-8%[56.9 µM]	?
7	CC1=C(C(=O)Nc2ccccc2)C(c2ccco2)C(C#N)=C(SCC(N)=O)N1 (stereo not drawn)	/	?	-2	-27%	8%[57.4 µM]
8	N#CNC(=Nc1cccc(F)c1)SCc1cccc(F)c1	7%	18%[59 µM]	-7	-50%	-15%
9	CCOc1cc2c(cc1OCC)CN(CC(=O)Nc1ccccc1C(=O)NC1CC1)CC2	-4%	23%[59 µM]	-1	-8%	9%
10	O=C(Nc1ccc(NS(=O)(=O)c2ccccc2)c(Cl)c1)c1ccccc1	4%	/	4	-6%	7%
11	CC(=O)N1CCN(S(=O)(=O)c2cccc(C(=O)OCC(=O)N(CCC#N)c3ccc(F)cc3)c2)CC1	0%	21%[12.7 µM]	3	8%	-5%
12	CC(/C=C/c1ccccc1)=N/NC(=O)CNC(=O)c1ccccc1F	1%	?	-4	16%	14%

cpd	HP1b chromo inh	GLS inhibitor	JMJD2A Tudor	BAZ2B inh
1	33%[activator]	3%	-27%	?
2	42%[activator]	-9%	23%	39%
3	21%	7%	-15%	-6%
4	7%	-6%	-34%	?
5	-3%	2%	-32%	?
6	/	/	/	/
7	36%	-8%	-16%	-3%
8	28%	12%	-14%	3%
9	36%	1%	-17%	4%
10	29%[57 µM]	19%	-11%	/
11	30%	-1%	-16%	-2%
12	27%	-7%	-13%	-20%

Later entries:
cpd	canonical_smiles	ERG-DNA inh	G9a inh	PI4K2A inh	RGS4 inh	ALOX12 inh
13	C=CC[C@]12C[C@@H](OC)C(=O)C=C1O[C@@H](c1ccc(OC)c(OC)c1)[C@H]2C	-2%	/	3	-13%	29%
14	O=P(Cc1ccccc1)(Cc1ccccc1)c1ccccc1	-3%	/	-2	-6%	3%
15	O=C(Cn1cc(S(=O)(=O)Cc2cccc(Cl)c2)c2ccccc21)Nc1ccccc1Cl	-5%	-2%[59 µM]	-1	-1%	?
16	Cc1oc(-c2ccc(Cl)cc2)nc1CN1CCC(C(=O)NCc2cccnc2)CC1	-5%	3%[59 µM]	1	1%	/
17	CCOC(=O)c1c(NC(=O)C2C3CCC(O3)C2C(=O)O)sc(C)c1-c1ccc(F)cc1 (stereo not drawn)	20%	/	3	-1%	12%
18	O=C(c1cc(COc2ccc3ncccc3c2)on1)N1CCCC(O)C1 (stereo not drawn)	-10%	-3%	5	41%	29%
19	O=C(NCc1cccc(Cl)c1)c1ccc(NC(=O)N2CC3CCCN3c3ccccc32)cc1 (stereo not drawn)	-3%	10µM*	-7	-36%	?
20	CCC(Sc1nc2ccccc2o1)C(=O)Nc1nnc(C)s1 (stereo not drawn)	-8%	0%[59 µM]	-3	-7%	11%
21	CSCC(=O)NCC1(N(C)Cc2ccccc2)Cc2ccccc2C1	3%	/	-3	13%	13%
22	COc1cccc(Oc2c(C)oc3c(CN4CCCCC4)c(O)ccc3c2=O)c1	-4%	11%	4	-2%	-14%
23	CC(C(=O)N1CCCCC1)n1sc2ccccc2c1=O (stereo not drawn)	-6%	-8%[59 µM]	-10	-24%	2%
24	CCOC(=O)CNC(=O)c1ccc(C#CC2(O)CCCCC2)cc1	8%	22%[59 µM]	2	7%	-5%

cpd	HP1b chromo inh	GLS inhibitor	JMJD2A Tudor	BAZ2B inh
13	20%	3%	-10%	/
14	18%	3%	-12%	/
15	21%	-16%	-13%	-1%
16	29%	7%	7%[57.1 µM]	5%
17	27%	17%	-2%	8%
18	24%	0%	-7%	6%
19	-12%	14%	?	?
20	34%	-2%	3%	1%
21	4%	11%	-12%	7%
22	47%[activator]	-1%	12%	2%
23	31%	6%	-13%	-4%
24	25%	0%	-8%	5%

4 of the compounds above, as tab-separated lines.
item	Molecule	ERG-DNA inh	G9a inh	PI4K2A inh	RGS4 inh	ALOX12 inh	HP1b chromo inh	GLS inhibitor	JMJD2A Tudor	BAZ2B inh
17	CCOC(=O)c1c(NC(=O)C2C3CCC(O3)C2C(=O)O)sc(C)c1-c1ccc(F)cc1 (stereo not drawn)	20%	/	3	-1%	12%	27%	17%	-2%	8%
18	O=C(c1cc(COc2ccc3ncccc3c2)on1)N1CCCC(O)C1 (stereo not drawn)	-10%	-3%	5	41%	29%	24%	0%	-7%	6%
19	O=C(NCc1cccc(Cl)c1)c1ccc(NC(=O)N2CC3CCCN3c3ccccc32)cc1 (stereo not drawn)	-3%	10µM*	-7	-36%	?	-12%	14%	?	?
20	CCC(Sc1nc2ccccc2o1)C(=O)Nc1nnc(C)s1 (stereo not drawn)	-8%	0%[59 µM]	-3	-7%	11%	34%	-2%	3%	1%

(listing goes on)
cpd	canonical_smiles	ERG-DNA inh	G9a inh	PI4K2A inh	RGS4 inh	ALOX12 inh
25	Cc1ccsc1C(=O)Nc1nccs1	-19%	5%	-4	-2%	22%
26	CCCCNC(=S)NNc1c(Cl)cc(Cl)cc1Cl	5%	25µM*	-2	-5%	?
27	O=c1[nH]c(C2CCN(S(=O)(=O)c3ccc4c(c3)OCCO4)CC2)nc2c1nnn2Cc1ccc(F)cc1	17%	-4%	3	-36%	-10%
28	CCOc1ccc(C2Nc3c(C)cccc3-c3cc(C)nn32)cc1 (stereo not drawn)	0%	-2%[59 µM]	-1	-9%	-11%
29	COCCCNC(=O)CN1C(=O)c2ccccc2C1=O	/	-29%	1	-19%	-7%
30	N#Cc1c(-n2cccc2/C=N/O)sc2c1CCCC2	-5%	?	0	2%	0%
31	CCc1ccc(C2CC(=O)Nc3cc4c(cc32)OCO4)cc1 (stereo not drawn)	0%	?	1	-39%	0%
32	CN(C(=O)C1CCN(c2ncnc3c2nc2n3CCCCC2)CC1)c1ccccc1F	5%	2%[59 µM]	5	-41%	-21%
33	Cc1cc(O)c(NC(=O)c2cccc([N+](=O)[O-])c2)cc1C	5%	-1%[12.7 µM]	5	-5%	-18%
34	O=C(CSc1ncccc1-c1nc2ccccc2[nH]1)NC1CC1	-1%	2%	0	?	?
35	O=C(CSc1nc(-c2ccccc2)cs1)NC(=O)NCc1ccco1	/	6%[59 µM]	-5	-11%	11%
36	CCOC(=O)C1(CCCc2ccccc2)CCN(C(=O)C(C)n2cncn2)CC1 (stereo not drawn)	-3%	4%	0	16%	-1%

cpd	HP1b chromo inh	GLS inhibitor	JMJD2A Tudor	BAZ2B inh
25	24%	-1%	-6%	-9%
26	-33%	-4%	40µM*	/
27	15%	2%	-14%	-2%
28	21%	-2%	-19%	-22%
29	28%	0%	-24%	-4%
30	?	1%	45µM*	45µM*
31	5%	3%	-22%	-12%
32	27%	2%	-2%	1%
33	26%	?	-13%	2%
34	22%	3%	-15%	6%
35	12%	1%	-25%	-2%
36	21%	5%	-1%	-2%

The list continues:
cpd	canonical_smiles	ERG-DNA inh	G9a inh	PI4K2A inh	RGS4 inh	ALOX12 inh
37	O=C(O)CC/C(=N/Nc1ccc([N+](=O)[O-])cc1)C(=O)O	0%	-36%	2	2%[56.9 µM]	?
38	COc1cccc(OC)c1C(=O)Nc1ccc(N2CCN(S(C)(=O)=O)CC2)cc1	-7%	?	-3	-8%	17%
39	COc1ccccc1N(C)S(=O)(=O)c1ccc(C(=O)Nc2nnc(C)s2)cc1	3%	?	-3	-18%	2%
40	Cc1cccc(OCC(=O)OCc2cc(=O)n3nc(-c4cccs4)sc3n2)c1	2%	15%[59 µM]	-25	-4%	-13%
41	CCCCOC(=O)C(C)Nc1n[nH]c(=O)[nH]c1=O (stereo not drawn)	3%	16%	0	1%	14%

cpd	HP1b chromo inh	GLS inhibitor	JMJD2A Tudor	BAZ2B inh
37	52%[activator]	8%	-27%	-12%
38	42%[activator]	30%	0%	-2%
39	19%	2%	-12%	10%
40	28%	-10%	-32%	-15%
41	40%[activator]	-4%	-7%	15%

Compound activity from PubChem BioAssay.
